Assay outcomes (PubChem BioAssay)
PV pol inh: poliovirus RNA polymerase inhibition | P03300 | poliovirus polymerase elongation, fluorescence polarization; hits give low values | % elongation, % (compound at 16.7 µg/mL) | 0.66% of 150,000 active; in the data active = % elongation below about 90%; note: some results filed as inactive read as strong as hits
Target sequence (P03300 1749-2209 limits assumed): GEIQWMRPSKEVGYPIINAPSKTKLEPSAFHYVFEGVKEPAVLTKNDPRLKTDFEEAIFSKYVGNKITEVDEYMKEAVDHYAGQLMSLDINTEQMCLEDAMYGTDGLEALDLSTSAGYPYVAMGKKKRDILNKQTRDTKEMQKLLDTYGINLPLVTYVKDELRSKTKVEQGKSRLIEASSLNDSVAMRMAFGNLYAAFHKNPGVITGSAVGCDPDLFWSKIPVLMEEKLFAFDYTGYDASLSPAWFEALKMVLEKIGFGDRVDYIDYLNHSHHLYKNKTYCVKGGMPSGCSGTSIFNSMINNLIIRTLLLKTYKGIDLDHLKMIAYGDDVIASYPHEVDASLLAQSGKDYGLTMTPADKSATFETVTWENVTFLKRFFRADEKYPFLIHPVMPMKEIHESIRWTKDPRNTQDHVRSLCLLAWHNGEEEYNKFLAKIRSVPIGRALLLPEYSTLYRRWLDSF
PV pol inh FP z-score: second read-out of PV pol inh, no call of its own (marks repeat the call); z-score; measured here: FP z-score; hits read low
Starred values were filed as active, the others as inactive; & = joins results of further samples. An excerpt; rates above refer to the full screens.

The opening 7 compounds, to show the layout:
| SMILES | PV pol inh FP z-score | PV pol inh |
| --- | --- | --- |
| O=C(c1cccnc1NCCc1ccccc1)N1CCCC1 | 0.4 | 103 |
| COc1ccc(-n2nc3c(N4CCC(C(=O)NCc5cccc(F)c5)CC4)nnc(C)c3c2C)cc1 | -0.4 | 103 |
| Fc1c(F)c(-n2cccn2)c(F)c(F)c1-c1c(F)c(F)c(-n2cccn2)c(F)c1F | -0.3 | 100 |
| CCC1(C)Cc2c(sc3nc4n(c(=O)c23)CCCS4)CO1 (stereo unspecified) | 0 | 100 |
| c1nnc(-c2ccc3c(c2)OCO3)o1 | 0.4 | 106 |
| COc1ccc(-c2nc(C)c(CCNC(=O)C(=O)Nc3ccccc3F)s2)cc1 | 0.3 | 108 |
| CCCc1nc(C)cc(N2CCN(C)CC2)n1 | 0.9 | 103 |

The listing (from the top)
| SMILES | PV pol inh FP z-score | PV pol inh |
| --- | --- | --- |
| O=C(c1cccnc1NCCc1ccccc1)N1CCCC1 | 0.4 | 103 |
| COc1ccc(-n2nc3c(N4CCC(C(=O)NCc5cccc(F)c5)CC4)nnc(C)c3c2C)cc1 | -0.4 | 103 |
| Fc1c(F)c(-n2cccn2)c(F)c(F)c1-c1c(F)c(F)c(-n2cccn2)c(F)c1F | -0.3 | 100 |
| CCC1(C)Cc2c(sc3nc4n(c(=O)c23)CCCS4)CO1 (stereo unspecified) | 0 | 100 |
| c1nnc(-c2ccc3c(c2)OCO3)o1 | 0.4 | 106 |
| COc1ccc(-c2nc(C)c(CCNC(=O)C(=O)Nc3ccccc3F)s2)cc1 | 0.3 | 108 |
| CCCc1nc(C)cc(N2CCN(C)CC2)n1 | 0.9 | 103 |
| Cc1ccc(Cl)cc1N1CCN(C(=O)c2sc3nc4n(c(=O)c3c2C)CCC4)CC1 | -0.6 | 103 |
| Cc1ccc(NC(=O)N(C)CCOc2ccccc2)cc1 | 0.3 | 105 |
| CCC(c1nc2ccccc2c(=O)n1CCCn1ccnc1)N1C(=O)c2ccccc2C1=O (stereo unspecified) | -0.3 | 101 |
| Cc1c(C(=O)NCc2ccccc2)oc2c1-c1[nH]ncc1CC2 | 1.7 | 115 |
| N#Cc1ccccc1Cn1c(=O)n(-c2ccccc2)c(=O)c2c3c(sc21)CCC3 | 0.3 | 107 |
| CCOC(=O)c1ccc(NC(=O)CON=c2c(C)nc3ccccc3nc2C)cc1 | -0.4 | 98 |
| O=C(NCCCN1CCCC1)c1ccccc1Cl | -0.3 | 101 |
| COc1ccc(C(=O)NCCn2cc(SC(C)c3ccccc3)c3ccccc32)cc1 (stereo unspecified) | 0 | 102 |
| CC(C)n1cc(/C=C(\C#N)S(=O)(=O)c2ccccc2)c2ccccc21 | 0 | 100 |
| O=C(O)CCCC(=O)Nc1ccc(Br)cc1 | 0 | 102 |
| Cc1ccc(NC(=O)NC2CC2)cc1C | -0.9 | 100 |
| Cc1oc2c(CN(C)C)c(O)ccc2c(=O)c1-c1ccccc1Cl | 0.6 | 107 |
| CCOc1ccc(CCNC(=O)CSc2cc(=O)n(C)c3ccccc23)cc1OCC | 0.1 | 104 |
| Nc1oc(-c2ccc(Cl)cc2)cc1C(=O)c1ccc(Cl)cc1 | 0.2 | 102 |
| Cc1nc(-c2ccccc2)sc1CCNS(=O)(=O)c1ccccc1 | -0.4 | 106 |
| CCN1/C(=C/C2=CC(=O)CC(C)(C)C2)Sc2ccccc21 | -9.5 | 69 |
| CCc1ccc(NC(=O)Cc2csc(C)n2)cc1 | 2.9 | 107 |
| Cc1ccc(S(=O)(=O)N2CCN(C(C)CC(=O)O)CC2)cc1 (stereo unspecified) | -1 | 94 |
| CCOc1ccc2nc(SCC(=O)NC3CC3)sc2c1 | -0.2 | 99 |
| Cc1ccc(NC(=O)[C@H](Cc2ccccc2)N2Cc3ccccc3C2=O)cc1F | 1.2 | 109 |
| COc1ccc(CCNS(=O)(=O)c2c(C)cc(C)c(-n3cnnn3)c2C)cc1OC | 0.1 | 102 |
| CN(Cc1ccccc1)C(=O)CSc1ncn[nH]1 | 0.2 | 105 |
| CN1CCN(c2nsc(NO)c2Nc2ccc(Br)cc2)CC1 | -0.3 | 98 |
| Cc1ccc(OCCSc2nc3ccccc3n2CCC(=O)O)cc1 | -0.2&-0.3 | 104&100 |
| CCCCNc1nc(-c2ccccc2)no1 | 1.8 | 104 |
| CCOc1ccc(NC(=O)CSC2=Nc3ccccc3C3=NC(CCC(=O)NCc4ccccc4)C(=O)N23)cc1 (stereo unspecified) | -0.4 | 105 |
| CC(C)(C)c1cc(/C=N/n2c(N)nc3ccccc32)cc(C(C)(C)C)c1O | 0.4 | 104 |
| O=C(CSc1nc2ccccc2c(=O)[nH]1)c1ccc(S(=O)(=O)N2CCCCC2)cc1 | 0 | 102 |
| Cc1ccc(C)c(NC(=O)CN2C(=O)C(C)(C)c3ccccc32)c1 | 0.4 | 109 |
| Cc1ccc(C(=O)Nc2cc3c(cc2C)n(C)c(=O)c(=O)n3C)cc1 | 0 | 103 |
| CC(C)CCNc1ncnc2c1sc1nc(-c3ccco3)c3c(c12)CCCC3 | 0.5 | 104 |
| O=C(NCc1ccccc1Cl)C1CCC(CNS(=O)(=O)c2ccc(Cl)cc2)CC1 (stereo unspecified) | -0.2 | 103 |
| NC(=S)N/N=C/c1cn[nH]c1-c1ccccc1 | -0.6 | 98 |
| CC1CCCCN1C(=O)COC(=O)c1ccccc1NCc1ccco1 (stereo unspecified) | 0.2 | 104 |
| CCOc1cc(C(=O)Nc2cc3c(cc2N2CCOCC2)n(C)c(=O)n3C)cc(OCC)c1OCC | -0.1 | 104 |
| Oc1[nH]c2ccccc2c1C=NCCC1=CCCCC1 | -0.3 | 99 |
| O=c1c2cnn(-c3ccc(F)cc3)c2ncn1Cc1ccc(F)cc1 | 1.8 | 112 |
| CC(C)CNc1cnnc2c(Cl)cccc12 | 1.7 | 103 |
| CCN=C1S/C(=C\c2cn(CC(=O)NCc3ccco3)c3ccccc23)C(=O)N1CC | -0.6 | 101 |
| CCCCSCCCNC(=O)C1CCC(CNS(=O)(=O)c2c(C)cc(C)cc2C)CC1 (stereo unspecified) | -0.1 | 105 |
| CC1NC(=S)N(c2ccc(C(C)C)cc2)C1=O (stereo unspecified) | 0.1 | 105 |
| CCN(CC)S(=O)(=O)c1ccc(S(=O)(=O)NCc2ccc3c(c2)OCO3)cc1 | -0.4 | 99 |
| COc1ccc(CNC(=O)c2cccc(NC(C)=O)c2)cc1OC | 0.2 | 103 |
| CCn1cc(C(=O)N(C)Cc2ccccc2)c(=O)c2cc(S(=O)(=O)N3CCCCCC3)ccc21 | 0 | 104 |
| O=C(CCn1c(=O)oc2ccccc21)n1c(=O)oc2ccccc21 | 0.1 | 102 |
| COc1cccc(NC(=O)Cn2c(=O)n(-c3ccc(Cl)cc3)c(=O)c3sc4ccccc4c32)c1 | 0.8 | 107 |
| O=c1cc(NCCNc2cc(=O)oc3ccccc23)c2ccccc2o1 | 1.9 | 103 |
| CSc1ccc(Cn2nnc(C(=O)Nc3ccc(C)cc3Cl)c2N)cc1 | -2 | 99 |
| CCOc1ccc(S(=O)(=O)NCCc2sc(-c3ccc(C)cc3)nc2C)cc1 | 0 | 107 |
| Cc1c(C#N)c(NC(=O)CSc2cc(C)c3ccccc3n2)n(Cc2ccco2)c1C | 0.7 | 109 |
| CCCN(C(=O)c1ccccc1)c1c(N)n(Cc2ccccc2)c(=O)[nH]c1=O | 0.1 | 103 |
| CCC1C(=O)C(CC)C(c2ccccc2)NC1c1ccccc1 (stereo unspecified) | -1.4 | 97 |
| CCC(=O)Nc1ccccc1-c1nc2ccccc2n(C(C)C(=O)Nc2ccc(OC)cc2)c1=O (stereo unspecified) | -0.1 | 106 |

Following part
| SMILES | PV pol inh FP z-score | PV pol inh |
| --- | --- | --- |
| CNc1nc(N2CCCC2)ncc1F | -0.9 | 100 |
| CC(C(=O)N1CCCCC1)N1Cc2ccccc2C1=O (stereo unspecified) | -0.3 | 101 |
| CCOc1cc(CNC(=O)C2COc3ccccc3C2)cc(OCC)c1OCC (stereo unspecified) | 0.4 | 109 |
| O=C1CC(/C=C/c2ccc(Cl)cc2)=Nc2ccccc2N1 | -0.6 | 99 |
| CCC(C)NC(=O)c1[nH]c2cc(C)ccc2c1Sc1ccc(Cl)cc1 (stereo unspecified) | -0.4 | 106 |
| CC(=O)N1CCC2(CC1)Oc1ccccc1C1CC(c3ccccc3)=NN12 (stereo unspecified) | 0 | 100 |
| N#C/C(=C/c1ccc(-c2ccc(Cl)c(C(=O)O)c2)o1)C(=O)NC1CCCC1 | 0.2 | 102 |
| Cn1nc(-c2ccc(N3CCOCC3)c(NS(C)(=O)=O)c2)c2ccccc2c1=O | 0.1 | 102 |
| CSc1nc2ccc(NC(=O)CCC(=O)c3cccs3)cc2s1 | 0.7 | 107 |
| Cc1ccc(-c2nc(-c3ccc(C)cc3)[nH]c(=O)n2)cc1 | 0.3 | 101 |
| CN(C)S(=O)(=O)c1cccc(CSc2cccc[n+]2[O-])c1 | 0.1 | 105 |
| Cc1ccccc1CN1C(=O)c2ccccc2S(=O)c2ccc(C(=O)N3CCOCC3)cc21 (stereo unspecified) | -0.1 | 105 |
| CCOC(=O)c1c(C)nsc1NN=C(C#N)C(=O)C(C)(C)C | 0.4 | 103 |
| COc1ccc(C2NC(C(=O)O)C3C(=O)N(c4ccc(F)cc4)C(=O)C23)c(OC)c1OC (stereo unspecified) | 0.4 | 102 |
| Cc1ccc(CCNC(=O)c2cn(C)c3ccc(S(=O)(=O)N4CCCCC4)cc3c2=O)cc1 | -0.6 | 101 |
| Nc1cc(N)cc(C(F)(F)C(F)(F)C(F)(F)F)c1 | 0.3 | 101 |
| CCCSc1nc2ccccc2n1CN(C)Cc1ccc2c(c1)OCCO2 | 0.5 | 107 |
| Cc1oc2ccc(O)c(CN3CCOCC3)c2c1C(=O)Nc1ccccc1 | 1 | 110 |
| Cc1ccc(Cl)cc1-n1ncc2c(NCCCn3ccnc3)ncnc21 | -1.9 | 96 |
| CCCn1ccc2c(OCC(=O)Nc3cc(C)ccc3C)cccc2c1=O | 1.7 | 113 |
| O=C1Cc2cc(C(=O)CSc3nnc4c(n3)CCCC4)ccc2N1 | -0.5 | 100 |
| CC(C)CP(=O)(O)c1ccccc1 | 0 | 100 |
| O=C1c2ccccc2C(=O)N1CSc1ncnc2c1cnn2-c1ccccc1 | -0.2 | 101 |
| CCCCN(C)CCCNC(=O)Cn1ncc2c3ccccc3n(Cc3cccc(Cl)c3)c2c1=O | 3.1 | 137 |
| N#Cc1sccc1CS(=O)(=O)c1ccc(Cl)cc1 | -0.9 | 100 |
| O=C(CSc1nnc(CNc2ccc(F)cc2)o1)N1CCOCC1 | -0.1 | 101 |
| Cc1ccc(SCc2cc(=O)[nH]c(/N=C(/N)Nc3ccccc3)n2)cc1 | 0.5 | 103 |
| Cc1c(Cl)ccc2sc(N(Cc3ccccn3)C(=O)c3ccco3)nc12 | 0 | 100 |
| c1ccc(-c2cc3ncnc(N4CCSCC4)c3s2)cc1 | -0.7 | 99 |
| CN1CCc2c(C#N)c(N)n(N)c(=S)c2C1 | -9.1 | 52 |
| CCOC(=O)c1cnn(-c2ncnc3sc(-c4ccccc4)cc23)c1N | 1 | 107 |
| NC(=O)c1cc(S(=O)(=O)NCCN2CCc3ccccc3C2)cs1 | -2.2 | 98 |
| Cc1cccc(OCC(=O)Nc2ccc(C(=O)OCc3cc(=O)n4nc(C5CC5)sc4n3)cc2)c1 | 2.4 | 116 |
| O=C(O)Cn1c2c(c3ccccc31)CSc1ccc(Cl)cc1-2 | -0.9 | 99 |
| CC1CCN(c2cc(N3CCN(C(=O)c4ccco4)CC3)c3c4c(onc24)-c2ccccc2C3=O)CC1 | -4.3 | 75 |
| CCOC(=O)c1cc(S(=O)(=O)Nc2cc(F)ccc2C)[nH]n1 | -0.3 | 106 |
| NC(=O)C1CCN(C(=O)CCSCc2ccccc2)CC1 | -0.6 | 100 |
| O=C(NCCC1=CCCCC1)c1ccc2c(c1)N(Cc1ccccc1)C(=O)c1ccccc1S2(=O)=O | 0.9 | 108 |
| CC1(C)CCCC2(C)C1CCC(C)(O)C2CCO (stereo unspecified) | 0.2 | 103 |
| O=C(NCc1ccccc1)C1CCCN(c2nc3ccsc3c(=O)s2)C1 (stereo unspecified) | -2 | 98 |
| CCn1c(CSc2nc(C)c(C)n2C2CCCC2)nc2cc(S(=O)(=O)N(C)C)ccc21 | 1.2 | 112 |
| O=S1(=O)CCC(NCc2cc(Cl)c3c(c2)OCCCO3)C1 (stereo unspecified) | -0.5 | 99 |
| CC(CC1CC(C)(C)OC1=O)C(=O)Nc1nncs1 (stereo unspecified) | -0.5 | 100 |
| CCOc1ccc(NC(=O)CSc2oc(-c3ccco3)nc2S(=O)(=O)c2ccccc2)cc1 | 1 | 108 |
| CSc1ccc(CCNC(=O)CCn2c(=O)c3cccn3c3cccnc32)cc1 | 0.1 | 108 |
| COCCn1c(SCC(=O)N2CCc3ccccc32)nc2c(c1=O)SC(C)C2 (stereo unspecified) | -0.2 | 101 |
| Cc1ccnc(NC(=O)Cn2ncc3c2-c2ccccc2OC3)c1 | -1.2 | 99 |
| O=C(NCC(c1ccc2c(c1)OCO2)N1CCOCC1)c1ccccc1 (stereo unspecified) | 2.3 | 117 |
| c1ccc2c(c1)OCC(CNCC1COc3ccccc3O1)O2 (stereo unspecified) | 0.8 | 104 |
| CCOc1ccc(NC(=O)CSc2oc(-c3ccccc3)nc2S(=O)(=O)c2ccccc2)cc1 | 0.3 | 102 |
| O=C(O)c1cnn2c(C(F)F)cc(C3CC3)nc12 | -0.7 | 100 |
| Cn1c(Sc2cnn(-c3ccccc3)c(=O)c2Br)nnc1-c1ccccc1 | -0.4 | 99 |
| c1ccc2c3c([nH]c2c1)CCCC3 | -0.7 | 99 |
| N#CCc1ccc(NC(=O)CCc2nc3cccnc3n2Cc2cccs2)cc1 | 0 | 99 |
| Cc1ccc(C(=O)COC(=O)COc2ccccc2O)cc1C | 0.6 | 108 |

Single records, as listed above.
Results for `Cc1ccnc(NC(=O)Cn2ncc3c2-c2ccccc2OC3)c1` : PV pol inh FP z-score = -1.2; PV pol inh = 99
Results for `CCn1c(CSc2nc(C)c(C)n2C2CCCC2)nc2cc(S(=O)(=O)N(C)C)ccc21` : PV pol inh FP z-score = 1.2; PV pol inh = 112
